Screening results as filed in PubChem BioAssay.
SNCA expr inh: Primary qHTS assay for inhibitors of alpha-synuclein gene (SNCA) expression; AID 1671194, 2021; 140,000 compounds, 0.17% hits; Potency, µM (titrated, usually from 57.2 µM), without a hit: top-dose activity change, negative = inhibition, most hits filed as inhibitors; HEK-293 SNCA-luciferase knock-in, luminescence, 24 h;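 also: potency is read from the fitted curve at half-maximal effect; plate controls were DMSO cells for no effect and cell-free wells for full effect; nearly all actives have a fitted effect of over 45% in size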
NIH3T3 tox: Cytotoxic Profiling in NIH 3T3 Cell Line of Diverse Libraries Using Quantitative High-Throughput Screening; Potency, µM (series often up to 96.7 µM), for inactives: at the highest dose activity change, negative = cytotoxicity, usual class: inhibitors; 94,000 compounds, 4.3% hits; NIH 3T3 viability, CellTiter-Glo ATP luminescence, 48-72 h; also: potency is read from the fitted curve at half-maximal effect; nearly all actives have a fitted effect of over 55% in size
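First NIH 3T3 cells are plated at 400 cells/well; next compound is pinned in; then plates incubate 48 or 72 hr at 37 °C; finally CellTiter-Glo is added and luminescence read after 10 min.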
FLuc inh: Firefly luciferase inhibition profiling of diverse chemical library using quantitative high-throughput screening | 76,000 compounds, 2.5% hits | Potency, µM (highest dose often 115 µM), without a hit: top-dose activity change, negative = inhibition, hits mostly inhibitors | Luciferin 4-monooxygenase (Photinus pyralis), P08659 | purified P. pyralis luciferase, luminescence, biochemical; also: potency is read from the fitted curve at half-maximal effect; nearly all actives have a fitted effect of over 65% in size
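Cell-free enzyme assay, 10nM P. pyralis luciferase, luciferin and ATP each at 10uM. Inhibition profiled over a 6-point titration, read as luminescence.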
IP6K1 inhibitor: Primary qHTS assay for small molecule inhibitors of Inositol hexaphosphate kinase 1 (IP6K1); IP6K1 kinase, ADP-Glo luminescence, 2 h; active compounds read low; activity change, % (series mostly up to about 58 µM); 140,000 compounds, 0.81% hits; AID 1645851, 2021; in the data active = activity change below about -25%
Target sequence (Q92551 whole entry, looked up): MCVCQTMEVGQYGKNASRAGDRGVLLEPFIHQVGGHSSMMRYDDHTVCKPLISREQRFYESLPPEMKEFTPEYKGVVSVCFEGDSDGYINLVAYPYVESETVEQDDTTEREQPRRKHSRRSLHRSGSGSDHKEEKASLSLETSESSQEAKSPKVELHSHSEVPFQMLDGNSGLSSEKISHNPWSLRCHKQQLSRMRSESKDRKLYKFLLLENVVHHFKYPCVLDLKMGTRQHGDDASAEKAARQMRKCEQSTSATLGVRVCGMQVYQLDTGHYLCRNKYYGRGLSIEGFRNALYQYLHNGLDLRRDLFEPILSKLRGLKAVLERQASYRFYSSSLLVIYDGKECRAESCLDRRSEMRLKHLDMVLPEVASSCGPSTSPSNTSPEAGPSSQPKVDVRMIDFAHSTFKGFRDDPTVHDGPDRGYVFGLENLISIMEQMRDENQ
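ADP-Glo luminescence measures ADP made by human IP6K1 during a 2 h RT reaction with ATP/IP6 (mix at 1.3 mM/130 uM); top library doses 57.5 and 19.1 uM final.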
HEK293 viab: GF-AFC viability counterscreen for inhibitors of alpha-synuclein gene (SNCA) expression; 150,000 compounds, 0.12% hits; HEK-293-SNCA-luc viability, GF-AFC fluorescence, 24 h; AID 1671193, 2021; Potency, µM (highest dose often 57.1 µM), inactives show at the highest dose activity change, negative = cytotoxicity, hits mostly cytotoxic;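 also: potency is read from the fitted curve at half-maximal effect; 0% = DMSO-treated cells and -100% = medium-only wells without cells; nearly all actives have a fitted effect of over 30% in size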
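HEK-293-SNCA-luc cells (1500/well) plated 24 h, then exposed 24 h to a dilution series; GF-AFC added 30 min at 37C, fluorescence 405/540 nm; normalised to medium-only and DMSO wells, Hill fit.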
GPT2 inhibitor: Primary qHTS assay for inhibitors of Glutamate pyruvate transaminase 2 (GPT2) | AID 1671188, 2021 | Potency, µM (titrated, usually from 57.7 µM), inactives show at the top dose activity change, negative = inhibition, hits mostly inhibitors | 100,000 compounds, 0.25% hits | Recombinant GPT2, coupled pyruvate oxidase/HRP Amplex Red fluorescence | Alanine aminotransferase 2 (Homo sapiens), Q8TD30; also: potency is read from the fitted curve at half-maximal effect; nearly all actives have a fitted effect of over 60% in size; many of its hits are not listed in these tables
Target sequence (Q8TD30 whole entry, looked up): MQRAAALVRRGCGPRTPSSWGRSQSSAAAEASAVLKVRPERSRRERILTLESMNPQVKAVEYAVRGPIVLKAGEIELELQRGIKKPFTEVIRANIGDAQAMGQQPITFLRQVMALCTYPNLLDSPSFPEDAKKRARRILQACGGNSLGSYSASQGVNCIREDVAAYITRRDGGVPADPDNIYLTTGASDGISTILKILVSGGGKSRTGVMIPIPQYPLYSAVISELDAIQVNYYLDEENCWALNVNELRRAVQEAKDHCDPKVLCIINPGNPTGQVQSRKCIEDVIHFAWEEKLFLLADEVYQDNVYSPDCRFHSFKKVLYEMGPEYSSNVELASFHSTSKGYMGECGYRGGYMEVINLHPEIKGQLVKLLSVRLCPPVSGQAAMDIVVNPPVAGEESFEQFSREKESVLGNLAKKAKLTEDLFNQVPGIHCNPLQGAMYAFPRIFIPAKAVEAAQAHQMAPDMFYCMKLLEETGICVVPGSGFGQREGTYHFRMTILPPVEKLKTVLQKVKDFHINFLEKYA
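GPT2 10ng/uL, a-KG 250uM, L-Ala 2mM, HEPES pH7.5 + 0.0001% Tween; 30 min RT. Then Amplex mix (PO/HRP/ThPP), 30 min RT dark, fluorescence. AOA 50uM used as positive control.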
HEK cytotox: Cytotoxic Profiling in HEK 293 Cell Line of Diverse Libraries Using Quantitative High-Throughput Screening; HEK 293 viability, ATP luminescence (CellTiter-Glo), 48-72 h; Potency, µM (series often up to 115 µM), without a hit: at the highest dose activity change, negative = cytotoxicity, usual class: inhibitors; 94,000 compounds, 6.6% hits; AID 1345083, 2018; also: potency is read from the fitted curve at half-maximal effect; nearly all actives have a fitted effect of over 60% in size
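HEK 293 cells at 250 cells/well were exposed to compounds by pintool transfer for 48 or 72 hr at 37 degree Celsius, 5% CO2. Viability was read as ATP-coupled luminescence with CellTiter-Glo after 10 min at room temperature.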
Active calls of the source: *; i = inactive; u = inconclusive; x = not tested or not shown; [ ] = another dose, or the depositor's remark. Unless noted, calls follow the shape of the dose curve; as a rule, active = well fitted curve in the direction sought with a large enough effect; inconclusive = small, poorly fitted or top-dose-only effect, or another doubt; inactive = no such curve, though single readings can be large; an effect the other way counts as inactive or inconclusive. Unless noted, % is scaled to controls: 0 for no effect and ±100 for the full control effect. An excerpt; count on the stated rates, not on these rows.

# | smiles | SNCA expr inh | NIH3T3 tox | FLuc inh | IP6K1 inhibitor
1 | COc1ccccc1-c1cccc(C=O)c1 | -18%[87.6 µM] | u | x | 7
2 | CCOc1ccccc1NC(=O)N1CCCCCCN(C)C(=O)[C@H]2CCC[C@H]21 | -8% | u | -1% | 13
3 | COCCN1C(=O)CCc2cc(NC(=O)c3ccc(Cl)s3)ccc21 | 220%[activator] | u | u | 27
4 | CCN(Cc1ccccc1)C(=O)Cn1c(=O)oc2cc(S(=O)(=O)N3CCCCCC3)ccc21 | -9% | x | x | 35
5 | CCCCOc1c(Cl)cc(C(=O)N(Cc2ccc(C)o2)C2CCS(=O)(=O)C2)cc1Cl (centres undefined) | -7% | x | x | -10
6 | O=C(c1ccc(NCc2ccncc2)cc1)N1CCCC2(CCNCC2)CC1 | 15% | -5% | -3% | -1
7 | Cc1ccc(CN2CCc3nc(C(C)C)nc(-c4ccc(O)cc4)c3CC2)cc1 | -18% | u | -1% | 11
8 | COc1ccc(C)cc1NC(=O)N1CCN(S(=O)(=O)c2ccc3c(ccn3C)c2)CC1 | 12% | x | x | 14
9 | COc1ccc(Cn2c(SCc3ccc(C(=O)NCc4ccccc4F)cc3)nc3cccnc32)cc1 | 15% | x | x | 8
10 | COc1ccc(-c2n[nH]c3c2CC(=O)N(Cc2ccccc2F)C3)cc1F | -13%[87.6 µM] | u | 1%[172 µM] | 15
11 | COc1ccc(C2Cn3cnc(-c4nc(-c5ccc(OC(C)C)cc5)no4)c3CO2)cc1 (centres undefined) | 2% | -17% | u | -14
12 | COCC(=O)N1C[C@@H](COC)[C@H](c2ccncc2)C1 | 3% | -3% | 3% | 3
13 | CNC(=O)[C@@H]1C[C@@H](n2cc(C(C)(C)NC(=O)c3cccc(Cl)c3)nn2)CN1 | u | u | -6% | -5
14 | O=C(Nc1ccc(F)cc1)[C@@H]1C[C@@H](c2ccc(F)cc2)N([S+](=O)([O-])c2cccnc2)C1 | -19% | u | -2% | 9
15 | O=C(NCCN1CCOCC1)C1CCCCc2nnc(-c3ccccc3)n21 (centres undefined) | 10% | -15% | x | 18

# | HEK293 viab | GPT2 inhibitor | HEK cytotox
1 | -7%[87.6 µM] | i | u
2 | -14% | 0% | u
3 | 6% | -7% | u
4 | 9% | x | x
5 | 5% | x | x
6 | -29% | -16% | -13%
7 | -6% | i | u
8 | 27% | x | x
9 | 0% | x | x
10 | 3%[87.6 µM] | i | -14%[172 µM]
11 | 2% | -11% | -13%
12 | -6% | i | -6%
13 | -2% | 2%[11.5 µM] | -24%
14 | 2% | u | u
15 | 1% | u | -2%

Later entries.
# | smiles | SNCA expr inh | NIH3T3 tox | FLuc inh | IP6K1 inhibitor
16 | CC(=O)N1CCC(NC2(Cc3cc(COc4ccccc4)on3)COC2)CC1 | -14%[87.6 µM] | 4%[174 µM] | 1%[172 µM] | 11
17 | COc1ccccc1NC(=O)CN1CC2CC(C1)[C@H]1CCCC(=O)N1C2 (some centres undefined) | -10% | -13% | 0% | 7
18 | OC(c1nc(Nc2cccc(C(F)(F)F)c2)n[nH]1)C1CC1 (centres undefined) | 30%[87.6 µM] | u | u | 0
19 | CCNC(=O)Cc1ccc(NC(=O)N2CCCCc3ccccc32)cc1 | 19% | x | x | 23
20 | O=C(Nc1cccc(-n2cccn2)c1)C1CCCN(Cc2cccc(F)c2F)C1 (centres undefined) | -1% | u | -6% | 0
21 | CCc1ccc(S(=O)(=O)c2nnn3c2nc(NC2CCCCCC2)c2sccc23)cc1 | 12% | x | x | 2
22 | COc1ccc(NC(=O)N2CC3CN(C)CC(C2)O3)cc1 | 25% | -9% | 9% | -10
23 | CCn1c(C2CCCN(C(C)=O)C2)nn(C)c1=O (centres undefined) | 3% | i | -5% | 6
24 | Cc1cnc(C(=O)N[C@@H]2CCC[C@@H]2C(=O)NCc2ccc(Cl)cc2)cn1 | u | -15% | -11% | 19
25 | Cc1nc(C)c(-c2ccc(SCC(=O)Nc3ccc(Cl)c(Cl)c3)nn2)s1 | 5% | x | x | -16
26 | Cc1ccccc1C(=O)N1CCN(c2cc(-c3ccccc3)[nH]n2)CC1 | 15% | u | -8% | -4
27 | CCOC(=O)Cn1nc(C)c(NC(=O)COc2ccccc2)c1C | 16% | x | x | 29
28 | CC(=O)N1CCCN(C(=O)c2ccc3c(c2)NC(C)(CCCCc2ccccc2)CO3)CC1 (centres undefined) | -15% | -26% | -1% | -8
29 | COC[C@H]1CCCN1Cc1nc(C2(O)CCN(Cc3ccccc3C(F)(F)F)CC2)cs1 | 20% | -35% | -5% | 15
30 | COCCn1c(SCC(=O)Nc2cccc(C)c2C)nc2c(oc3ccccc32)c1=O | -7% | x | x | 32

# | HEK293 viab | GPT2 inhibitor | HEK cytotox
16 | -8%[87.6 µM] | -17%[88.5 µM] | i
17 | 3% | 5% | -17%
18 | -4%[87.6 µM] | 1%[88.5 µM] | u
19 | 3% | x | x
20 | -11% | u | 32µM*
21 | 5% | x | x
22 | -9% | i | 3%
23 | 7% | i | 12%
24 | -20% | -12% | -3%
25 | 4% | x | x
26 | 9% | 1% | u
27 | 9% | x | x
28 | -5% | 2% | u
29 | -14% | -10% | u
30 | -5% | x | x

In another format: entries from further up
The line under a structure holds: SNCA expr inh, NIH3T3 tox, FLuc inh, IP6K1 inhibitor, HEK293 viab, GPT2 inhibitor, HEK cytotox
28. CC(=O)N1CCCN(C(=O)c2ccc3c(c2)NC(C)(CCCCc2ccccc2)CO3)CC1 (centres undefined)
 : -15%, -26%, -1%, -8, -5%, 2%, u
18. OC(c1nc(Nc2cccc(C(F)(F)F)c2)n[nH]1)C1CC1 (centres undefined)
 : 30%[87.6 µM], u, u, 0, -4%[87.6 µM], 1%[88.5 µM], u

(cont.)
# | smiles | SNCA expr inh | NIH3T3 tox | FLuc inh | IP6K1 inhibitor
31 | O=C(NCC1CCCO1)c1c[nH]c2ccc(S(=O)(=O)Nc3cccc(C(F)(F)F)c3)cc2c1=O (centres undefined) | -22% | x | x | -22
32 | CN1CCCN(C(=O)C2(Oc3ccc4ncccc4c3)CCNCC2)CC1 | 8% | -6% | 0% | 14
33 | O=C(CCc1cc2n(n1)CCCNC2)N1CCCC(c2nnc3ccccn23)C1 (centres undefined) | 2% | -3% | -3% | 1
34 | Cc1ccc(-n2cccc2CC(=O)NCc2ccccc2)cc1 | 21% | -30% | -14% | 10
35 | CCN(CC)C(=O)[C@@H]1C[C@@H](NC(=O)c2ncn[nH]2)CN1Cc1cnc[nH]1 | 10% | i | 3% | -3
36 | CCc1cccc(-n2c(=O)c3cccnc3n2CC(=O)Nc2c(C)cc(C)cc2C)c1 | 32%[activator] | x | x | -10
37 | COC(=O)c1ccccc1NC(=O)NCc1ccc2c(c1)CCN2C(=O)c1ccccc1 | -23% | x | x | -8
38 | Cn1nc(C(=O)NCc2ccccc2Cl)c2c1-c1ccccc1S(=O)(=O)C2 | -14% | x | x | -15
39 | Cc1ccccc1N1CCN(C(=O)c2nnn3c2COC(c2ccc(Cl)cc2)C3)CC1 (centres undefined) | 1% | 0% | 15% | 20
40 | CCCCCC(=O)Nc1nc2c(s1)C[C@@H]1[C@](C)(CO)[C@H](O)CC[C@@]1(C)[C@@H]2CC(=O)NCc1cccnc1 | -45% | u | -4% | -1
41 | CCCCCCCCCCCCCCSCC(=O)O | -9% | x | x | x
42 | C/C=C1\[C@H](O[C@@H]2O[C@H](CO)[C@@H](O)[C@H](O)[C@H]2O)OC=C(C(=O)O)[C@H]1CC(=O)OCCc1ccc(O)cc1 | x | x | x | 4
43 | Cc1cc(=O)n2nc(N3CCC(C(=O)NCCCOC(C)C)CC3)sc2n1 | 6% | x | x | -8
44 | CCC(=O)N1CCc2cc(Br)cc(S(=O)(=O)CCC(=O)NCCc3ccccc3Cl)c21 | -5% | x | x | -8
45 | CNC(=O)[C@@H]1C[C@@H](n2cc(CNC(=O)Nc3ccc(C)c(Cl)c3)nn2)CN1 | 3% | 1% | -21% | 0

# | HEK293 viab | GPT2 inhibitor | HEK cytotox
31 | 12% | x | x
32 | -12% | u | -30%
33 | -10% | -15% | -3%
34 | 5% | i | u
35 | -9% | -10% | -35%
36 | -5% | x | x
37 | -19% | x | x
38 | 5% | x | x
39 | 5% | i | 0%
40 | u | -11% | u
41 | 6% | i | x
42 | -8%[23.9 µM] | i | x
43 | 8% | x | x
44 | -1% | x | x
45 | -4% | -14% | -18%

A second format for some results above.
#37 COC(=O)c1ccccc1NC(=O)NCc1ccc2c(c1)CCN2C(=O)c1ccccc1
  SNCA expr inh: -23% | NIH3T3 tox: x | FLuc inh: x | IP6K1 inhibitor: -8 | HEK293 viab: -19% | GPT2 inhibitor: x | HEK cytotox: x
#38 Cn1nc(C(=O)NCc2ccccc2Cl)c2c1-c1ccccc1S(=O)(=O)C2
  SNCA expr inh: -14% | NIH3T3 tox: x | FLuc inh: x | IP6K1 inhibitor: -15 | HEK293 viab: 5% | GPT2 inhibitor: x | HEK cytotox: x

(continued)
# | smiles | SNCA expr inh | NIH3T3 tox | FLuc inh | IP6K1 inhibitor
46 | CC(C)CCSc1nnc2n(-c3ccccc3)c(=O)c3c4c(sc3n12)CC(C)CC4 (centres undefined) | 7% | x | x | -1
47 | CN1C(=O)CC(C(=O)O)C12CCN(Cc1cn(C)nc1-c1ccccc1)CC2 (centres undefined) | -26% | -11% | 0% | 13
48 | O=C1NCCN2CC3(CCN(C(=O)CC4CCCC4)CC3)CC12 (centres undefined) | 66%[activator] | 3% | 6% | 9
49 | COc1cccc(/C=C/c2nc(C#N)c(N3CCC(C(N)=O)CC3)o2)c1 | 17% | x | x | -17
50 | CCOC(=O)c1ccc(N2C(=O)c3n[nH]c(-c4cccs4)c3C2c2ccc(CC)cc2)cc1 (centres undefined) | u | x | x | -4
51 | CCNC(=O)N1CCCC1c1noc(CCC(=O)NCc2cc(F)cc(F)c2)n1 (centres undefined) | -13% | i | 0% | 18
52 | Cc1cccc(-n2ncc(C(=O)Nc3ccc4c(c3)OCO4)c2C2CCN(C(=O)OC(C)(C)C)CC2)c1 | 4% | x | x | 18
53 | Cc1cccc(CCNC(=O)CCc2c(C)nc3c(-c4ccc(F)cc4)c(C)nn3c2C)c1 | -2% | x | x | -4

# | HEK293 viab | GPT2 inhibitor | HEK cytotox
46 | 7% | x | x
47 | 1% | -43% | 3%
48 | -22% | i | -23%
49 | u | x | x
50 | u | x | x
51 | 12% | i | 12%
52 | u | x | x
53 | 8% | x | x
